Bioassay records as filed in PubChem BioAssay.
pAkt inh: Akt phosphorylation inhibition; activity change, % for hits at 50 µM; Neuro2A IGF-stimulated pAkt S473 HTRF, 20 min; active compounds read low; 360,000 tested, 0.32% active; in the data active means activity change below about -80%; inconclusive means mostly about -51% to -80%; further: on the % scale 0 is the no-effect control and ±100 the full control effect
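Neuro2A cells (4,500/well, DMEM with 0.5% FBS) were treated with compound at a single 50 µM final concentration, stimulated with 6 nM IGF for 20 min at 37 °C, and lysed. Phospho-Akt Ser473 was read by HTRF as 665/615 ratio ×10^4.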
A549 tox: kills or reduces viability of A549 cells in Nrf2 counter-screen. 390,000 tested, 0.16% active. A549 ARE-Fluc cells, CellTiter-Fluor viability, 18-24 h. Potency, µM (highest dose often 46 µM), for the others: at the top dose activity change, negative = cytotoxicity, most hits filed as inhibitors; further: potency means the concentration at half of the fitted maximal effect; on the % scale 0 is the no-effect control and ±100 the full control effect
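A549 ARE_Fluc cells in 5% FBS OPTI-MEM were exposed to compounds in concentration-response for 18-24 h at 37 deg C. Viability was read by CellTiter-Fluor fluorescence (Ex 405/Em 525) after 30 min, before the luciferase read.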
MmCpn inh: blocks the Methanococcus maripaludis chaperonin Mm-Cpn. Potency, µM (highest dose often 76.9 µM), for the others: at the highest dose activity, negative = inhibition, most hits filed as inhibitors. purified Mm-Cpn ATPase, ADP Transcreener TR-FRET. 330,000 tested, 0.031% active; further: potency means the concentration at half of the fitted maximal effect; on the % scale 0 is the no-effect control and ±100 the full control effect; nearly all actives have a fitted effect of over 80% in size
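Quantitative HTS used 25 nM Mm-CPN and 10 uM ATP in magnesium/KCl Tris buffer, pH 7.4, with 1 mM DTT. Hydrolysis ran 30 min at 37°C; ADP was read by HTRF.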
HepG2 tox: HepG2 cytotoxicity, counter-screen for TGF-b inhibitors; 410,000 tested, 0.76% active; Potency, µM (titrated, usually from 46.1 µM), inactives show top-dose activity change, negative = cytotoxicity, usual class: cytotoxic; AID 588856; HepG2 CAGA-GFP viability, ATP luminescence, 18 h; further: potency means the concentration at half of the fitted maximal effect; some results filed as inactive show a strong effect at the top dose
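CellTiter-Glo luminescence gave cytotoxicity after 18 hours at 37 degrees C. The cells were HepG2 CAGA-GFP in 1% FBS DMEM, stimulated with 500 pg/mL TGF-beta after compound addition. %Activity was normalised to no-cell wells (complete cell-killing) and DMSO (no toxicity), and curves were fitted and classified.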
Nrf2 block: blocks Nrf2 signaling | A549 ARE-Fluc reporter, luciferase luminescence, 18-24 h | Potency, µM (highest dose often 46 µM), without a hit: at the top dose activity change, negative = inhibition, hits mostly inhibitors | 360,000 tested, 2.1% active; further: potency means the concentration at half of the fitted maximal effect; on the % scale 0 is the no-effect control and ±100 the full control effect; nearly all actives have a fitted effect of over 60% in size
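Cells were seeded and rested 2 h, then exposed to compounds for 18-24 h. CellTiter-Fluor was read first as a viability measure. BugLite was added 15 min before the final luminescent read of ARE-luciferase activity in A549 cells.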
Nrf2 ARE act: activates Nrf2 signaling. 410,000 tested, 0.31% active. AREc32 ARE-luciferase reporter (MCF7-derived line), luminescence, 24 h. AID 624171. Potency, µM (top dose mostly 46.1 µM), for the others: at the top dose activation, most hits filed as activators; further: potency means the concentration at half of the fitted maximal effect; % of control where 0% means no effect; nearly all actives have a fitted effect of over 65% in size
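AREc32 cells carrying an ARE-driven firefly luciferase, 1000 cells/well in OPTI-MEM with 5% FBS, dosed after overnight attachment and incubated 24 hr at 37 deg C. Steady-Glo luminescence read after 30 min at RT.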
Abeta yeast res: compounds reversing amyloid beta toxicity in yeast | 410,000 tested, 0.063% active | Potency, µM (doses to about 46.1 µM), without a hit: top-dose growth rescue, usual class: activators | yeast expressing A-beta42, growth rescue, OD600, 48 h; response scale: 0% DMSO, 100% iron-clioquinol control; further: potency means the concentration at half of the fitted maximal effect; nearly all actives have a fitted effect of over 55% in size
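Yeast A-beta toxicity model in growth medium with pinned compounds, 48 h at 30 C; growth read as absorbance at 600 nm. Normalized to FeCl3/clioquinol equimolar mix (positive) and DMSO (negative).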
CCT modulator: changes cytosolic chaperonin activity. 360,000 tested, 0.3% active. activity change, % (test concentration not listed), hits read low. purified chaperonin ATPase assay, HTRF ADP detection, 30 min; in the data active means activity change below about -30%; further: on the % scale 0 is the no-effect control and ±100 the full control effect
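We incubate TRiC, 40 or 20 nM final, with library compounds at 76 uM and 10 uM ATP for 30 min at 37 °C. ADP formed is detected with Transcreener HTRF reagents after 30 min at room temperature.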
TGFb inhibitor: TGF-b pathway inhibition | HepG2 CAGA-GFP TGF-b/SMAD3 reporter, GFP fluorescence, 18 h; TGF-beta stimulated, 500 pg/mL final | Potency, µM (doses to about 46.1 µM), without a hit: at the top dose activity, negative = inhibition, most hits filed as inhibitors | 410,000 tested, 1.2% active; further: potency means the concentration at half of the fitted maximal effect; on the % scale 0 is the no-effect control and ±100 the full control effect; nearly all actives have a fitted effect of over 65% in size
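HEPG2 CAGA-GFP reporter cells (1000/well, DMEM with 1% FBS) received compounds, then recombinant TGF-beta at 500 pg/mL final for 18 hours at 37 degrees C. Per-cell GFP summed per well was normalised to unstimulated and stimulated DMSO controls before curve fitting.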
The depositor's hits bear a star; i = inactive; ? = inconclusive; . = no result given; [ ] = dose if it differs, or a comment. Unless noted, the call rests on the fitted dose curve; in most records, active means well fitted curve in the direction sought with a large enough effect; inconclusive means small, poorly fitted or top-dose-only effect, or another doubt; inactive means no such curve, though single readings can be large; an effect the other way counts as inactive or inconclusive.

Start of the data: the first 3 compounds, ahead of the listing:
1	FC(F)(F)c1nnc2sc(-c3cccs3)nn12
2	CCn1nc(NC(=O)c2ccncc2)c2cc3cc(C)ccc3nc21
3	O=C(CCCCn1c(=O)c2ccccc2n(CC(=O)Nc2ccccc2)c1=O)NCc1ccco1
entry no.	1	2	3
pAkt inh	i	i	i
A549 tox	10.2%	-13.3%	3.7%
MmCpn inh	-5.6%	-2.0%	-0.8%
HepG2 tox	-22.3%	-10.9%	1.5%
Nrf2 block	-13.9%	9.5%	.
Nrf2 ARE act	2.1%	-0.1%	4.5%
Abeta yeast res	-1.9%	9.3%	4.4%[9.22 µM]
CCT modulator	0.6	0.8	3.0
TGFb inhibitor	-6.6%	-2.3%	-8.8%

Results, from the first entry:
1	FC(F)(F)c1nnc2sc(-c3cccs3)nn12
2	CCn1nc(NC(=O)c2ccncc2)c2cc3cc(C)ccc3nc21
3	O=C(CCCCn1c(=O)c2ccccc2n(CC(=O)Nc2ccccc2)c1=O)NCc1ccco1
4	O=C(COc1ccc(F)cc1F)NNC(=O)Nc1cccc([N+](=O)[O-])c1
5	Cc1ccc(-c2nc(CN(C)C3CCOC3)c(C)o2)s1 (centres undefined)
6	CSc1ncccc1C(=O)OCC(=O)NC1CCCC1
entry no.	1	2	3	4	5	6
pAkt inh	i	i	i	i	i	i
A549 tox	10.2%	-13.3%	3.7%	9.0%	0.2%	1.6%
MmCpn inh	-5.6%	-2.0%	-0.8%	1.6%	2.4%	0.8%
HepG2 tox	-22.3%	-10.9%	1.5%	-43.2%	-0.4%	0.5%
Nrf2 block	-13.9%	9.5%	.	21.4%	3.7%	6.3%
Nrf2 ARE act	2.1%	-0.1%	4.5%	2.2%	0.1%	-0.3%
Abeta yeast res	-1.9%	9.3%	4.4%[9.22 µM]	3.7%	-3.2%	9.9%
CCT modulator	0.6	0.8	3.0	-1.5	1.5	-0.5
TGFb inhibitor	-6.6%	-2.3%	-8.8%	0.0%	-5.1%	15.5%

7	CCc1ccc(/C=C2\SC(=S)N(CCCC(=O)N(CCO)c3ccccc3)C2=O)cc1
8	Cc1nc2cc(NS(=O)(=O)c3ccccc3F)ccc2s1
9	O=C(c1ccncc1)c1ccc(N2CCN(C3CC(=O)N(Cc4ccccc4)C3=O)CC2)cc1 (centres undefined)
10	Cc1ccc(NC(=O)CN(C)C(=O)c2cccc(-n3cccc3)c2)cc1
11	O=C(CN1C(=O)NC2(CCCCCCC2)C1=O)NC(=O)NCc1ccco1
12	Cc1ccc(-c2nn3c(-c4ccccc4C)nnc3c3ccccc23)cc1
entry no.	7	8	9	10	11	12
pAkt inh	i	i	i	i	i	.
A549 tox	.	0.1%	-18.2%	-8.1%	-0.1%	-12.8%
MmCpn inh	.	-2.3%	-2.0%	-2.4%	-0.6%	.
HepG2 tox	-107.9%	0.1%	-25.8%	-15.5%	-16.2%	-34.3%
Nrf2 block	.	-10.6%	?	6.0%	2.7%	?
Nrf2 ARE act	-3.9%	0.2%	2.9%	0.1%	3.4%	7.0%
Abeta yeast res	5.7%	15.8%	1.4%	?	-5.0%	-25.8%
CCT modulator	-1.3	-0.9	-0.7	-3.0	1.6	.
TGFb inhibitor	?	17.3%	?	-4.9%	-17.1%	-29.7%

13	CCCCCn1c(=O)[nH]c2cc(C(=O)N3CCN(c4cccc(C(F)(F)F)c4)CC3)ccc2c1=O
14	Cc1cc(C(=O)NCc2ccccc2Cl)c2c(C)nn(-c3cccc(F)c3)c2n1
15	CN(Cc1cccc(Cl)c1)C(=O)C1CCC(=O)N(C2CC2)C1 (centres undefined)
16	COc1ccc(C2CC(=O)N3CN(C4CCCCC4)CSC3=C2C#N)c(OC)c1 (centres undefined)
17	Cc1cc(S(=O)(=O)N2CCOCC2)ccc1OCC(=O)N1CCCCC1
18	O=C(NC(=S)Nc1ccc(N2CCOCC2)cc1)c1cccs1
entry no.	13	14	15	16	17	18
pAkt inh	.	.	.	.	i	i
A549 tox	1.7%	0.0%	-11.3%	0.4%	-3.4%	18.8%
MmCpn inh	.	.	-0.6%	.	-0.3%	-1.0%
HepG2 tox	-8.9%	-13.1%	11.2%	-51.6%	-30.9%	-9.2%
Nrf2 block	-20.7%[9.27 µM]	19.0%	-5.4%	0.6%	5.5%	?
Nrf2 ARE act	-1.1%	6.4%	-0.4%	0.1%	0.2%	3.8%
Abeta yeast res	-1.6%	5.2%	-21.4%	-11.2%	-15.0%	-2.3%
CCT modulator	.	.	-76.2*	.	-1.6	0.2
TGFb inhibitor	?	-0.3%	-2.3%	?	?	10.3%

19	COc1ccccc1-c1c(C(F)(F)F)oc2c(CN3CCCCC3C)c(O)ccc2c1=O (centres undefined)
20	CCCN(Cc1nc2cc(Cl)ccc2c(=O)[nH]1)C(=O)c1ccc(S(=O)(=O)N2CCCC2)cc1
21	Cn1c(=O)c2ccccc2n(Cc2cccc(F)c2)c1=O
22	O=C(CCNC(=O)c1ccc([N+](=O)[O-])cc1)NCc1cccs1
23	CCOC(=O)Cc1csc(NC(=O)Nc2cccc(OC)c2)n1
24	O=c1[nH]c2cc3c(cc2cc1C(c1nnnn1CC1CCCO1)N1CCCC1)OCO3 (centres undefined)
entry no.	19	20	21	22	23	24
pAkt inh	.	i	i	i	i	i
A549 tox	?	-0.6%	-2.3%	0.6%	5.9%	-6.8%
MmCpn inh	.	-1.6%	2.8%	1.0%	1.5%	1.6%
HepG2 tox	7.4%	-38.4%	0.5%	-15.1%	-8.0%	-0.2%
Nrf2 block	?	-3.6%	-25.6%	-1.0%	-15.4%	0.1%
Nrf2 ARE act	-0.2%	0.4%	-0.2%	-0.7%	4.8%	-0.4%
Abeta yeast res	-8.6%	-2.6%	-0.4%	11.2%	4.1%	3.4%
CCT modulator	.	0.4	-3.8	1.9	-0.7	0.6
TGFb inhibitor	0.6%	?	0.6%	-6.9%	13.0%	1.5%

25	CCSc1nc2ccc(N3C(=O)C4C5C=CC(C5)C4C3=O)cc2s1 (centres undefined)
26	NC(=O)Nc1ccc(Oc2c(F)c(F)c(F)c(F)c2F)cc1
27	COc1ccccc1C(=O)NC(CCSC)C(=O)NNC(=O)c1ccc(F)cc1 (centres undefined)
28	CC(C)c1ccc(NC(=O)CSC2=Nc3ccccc3C3=NC(CC(=O)NC4CCCCC4)C(=O)N23)cc1 (centres undefined)
29	CCn1cc(CN2CCC(C(=O)Nc3cccc(-c4cccc(OC)c4)c3)CC2)c(C)n1
30	CN1C(=O)CC(NNC(=O)c2ccccc2)C1=O (centres undefined)
entry no.	25	26	27	28	29	30
pAkt inh	i	i	i	.	i	i
A549 tox	16.3%	0.7%	-0.7%	0.2%	4.9%	-7.8%
MmCpn inh	-0.9%	0.3%	-3.8%	.	-17.7%	-1.9%
HepG2 tox	0.3%	-5.1%	6.7%	12.6µM*	-28.8%	-22.3%
Nrf2 block	?	-20.7%	7.5%	.	4.8%	-8.0%
Nrf2 ARE act	2.1%	0.4%	0.3%	-5.3%	0.1%	0.2%
Abeta yeast res	-20.3%	-26.6%	9.7%	14.3%	-12.7%	3.9%
CCT modulator	1.4	-4.2	-2.9	.	1.3	-2.4
TGFb inhibitor	-1.0%	2.0%	15.5%	?	-4.5%	11.2%

31	Cc1ccccc1CSCCNC(=O)CCSc1ccccc1
32	CCN(CC)Cc1c(O)ccc2occ(C(=O)c3ccc(OC)cc3)c12
33	N#C/C(=C\c1ccc(N2CCCCC2)o1)C(N)=O
34	COCCCn1c(=O)c2sccc2n2c(CCCC(=O)NCc3ccccc3)nnc12
35	O=C(c1n[nH]c2ccccc12)N1CCN(S(=O)(=O)c2ccc3ccccc3c2)CC1
36	CC(C)c1ccc(S(=O)(=O)/N=C2/C=C(Sc3ncn[nH]3)C(=O)c3ccccc32)cc1
entry no.	31	32	33	34	35	36
pAkt inh	i	i	i	i	.	i
A549 tox	-0.6%	-2.6%	-14.3%	1.0%	-3.1%	?
MmCpn inh	-1.1%	?	-17.1%	-0.6%	0.5%	-11.7%
HepG2 tox	-7.3%	-13.6%	-4.5%	3.8%	-1.5%	10µM*
Nrf2 block	-15.8%	-16.2%	2.5%	-3.6%	?	18.4µM*
Nrf2 ARE act	0.0%	6.5%	5.6%	-1.3%	-0.2%	-3.2%
Abeta yeast res	?	18.0%	-17.2%	-14.7%	-4.3%	-93.4%[inhibitor]
CCT modulator	0.1	-2.9	-0.9	-2.8	-1.7	-1.2
TGFb inhibitor	0.0%	2.7%	60.0%[activator]	4.4%	0.0%	7.94µM*

37	COc1ccc(CN2CC(C(=O)NCC3CCCO3)CC2=O)cc1 (centres undefined)
38	COCCCn1c(C(C)C)nc2oc3cc(OC)ccc3c(=O)c2c1=O
39	CC(=O)Nc1c([N+](=O)[O-])cc(C)c(Cl)c1[N+](=O)[O-]
40	CC(C)Oc1ccc(N2CC(C(=O)Nc3ccc(N4CCOCC4)cc3)CC2=O)cc1 (centres undefined)
entry no.	37	38	39	40
pAkt inh	i	i	i	i
A549 tox	7.1%	.	-3.2%	7.6%
MmCpn inh	-1.0%	-9.9%	1.3%	-6.0%
HepG2 tox	4.8%	-13.4%	-5.1%	-39.1%
Nrf2 block	.	?	-0.5%	5.6%
Nrf2 ARE act	-0.7%	0.2%	?	0.2%
Abeta yeast res	-2.8%	3.4%	-36.6%[inhibitor]	1.8%
CCT modulator	-1.7	-1.2	-1.5	-0.9
TGFb inhibitor	-22.8%	-26.8%	-2.7%	0.6%
